TAAR1 antag – human TAAR1 antagonists, primary screen, Fluo-8 calcium fluorescence, CHO RD-HGA16 cells. Trace amine-associated receptor 1 (Homo sapiens), Q96RJ0. antagonist. inhibition, % at 3 µM. actives 1.5% (n = 360,000);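 active means inhibition above a per-plate cutoff, the mean inhibition of test compounds on that plate plus 3 SD, cut at about 49% in these data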;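 further: 0% = DMSO plus EC80 beta-PEA response and 100% = DMSO alone without agonist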
Target sequence (Q96RJ0 whole entry, looked up): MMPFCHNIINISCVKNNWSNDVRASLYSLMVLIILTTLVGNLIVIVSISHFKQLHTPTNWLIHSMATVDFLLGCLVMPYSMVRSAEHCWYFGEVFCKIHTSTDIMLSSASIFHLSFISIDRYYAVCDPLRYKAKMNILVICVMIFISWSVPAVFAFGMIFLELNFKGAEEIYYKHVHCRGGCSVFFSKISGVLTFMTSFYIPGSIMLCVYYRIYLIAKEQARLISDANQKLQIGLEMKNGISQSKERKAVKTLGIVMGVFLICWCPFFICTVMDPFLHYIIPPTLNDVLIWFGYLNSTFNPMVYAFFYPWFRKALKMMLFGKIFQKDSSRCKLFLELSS
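Test system – hTAAR1-expressing CHO RD-HGA16 cells, Gα16-coupled · Also added – β-PEA at EC80 concentration, post-compound challenge · Compound – 3 µM, single point · Incubation – dye loading 75 min at 37 °C, then 30 min room temperature · Measured by – Fluo-8 intracellular calcium dye fluorescence, real-time kinetic reads · Benchmarks – vehicle and agonist controls · Replicates – singlicate, one well per test compound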
M1 ag parental – counter-screen for M1 agonists: effect in parental CHO-K1 cells; activation, % at 3 µM; Fluo-8 calcium fluorescence; scaled to maximal ATP response, vehicle zero; AID 602248, 2012; actives 0.48% (n = 360,000); in the data active means activation above about 15%;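 further: untransfected CHO-K1 host cells lacking M1 receptor as counterscreen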
V1R ag counter – agonists of human V1a receptor, primary screen, counter-screen for OXTR agonist project, fluorescence, CHO-V1R cells; activation, % at 3 µM; actives 0.25% (n = 320,000); Fluo-8 calcium fluorescence, agonist mode; 0% DMSO, 100% 3 nM vasopressin; AID 2797, 2010;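 active means activation above the mean activation of all tested compounds plus 3 SD, per screening run, cut at about 20% in these data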;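 further: signal is peak over basal fluorescence ratio across a 100 second FLIPR read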
Target sequence (P37288 whole entry, looked up): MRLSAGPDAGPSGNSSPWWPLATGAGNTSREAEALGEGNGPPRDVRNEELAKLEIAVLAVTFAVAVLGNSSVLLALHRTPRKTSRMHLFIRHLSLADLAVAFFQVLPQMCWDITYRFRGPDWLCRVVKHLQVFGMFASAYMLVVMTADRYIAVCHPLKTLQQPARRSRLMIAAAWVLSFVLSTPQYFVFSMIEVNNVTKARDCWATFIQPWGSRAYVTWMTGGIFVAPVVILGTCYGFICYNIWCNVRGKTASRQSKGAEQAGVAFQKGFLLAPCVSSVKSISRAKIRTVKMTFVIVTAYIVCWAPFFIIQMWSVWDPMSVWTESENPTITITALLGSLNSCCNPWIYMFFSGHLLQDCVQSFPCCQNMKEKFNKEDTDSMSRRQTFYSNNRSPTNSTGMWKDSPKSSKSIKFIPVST
CHO-K1 Ca antag – counter-screen for M1 antagonists: effect in parental CHO-K1 cells; AID 602250; inhibition, % at 3 µM; ATP-induced calcium, Fluo-8 fluorescence; actives 0.6% (n = 360,000);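 active means inhibition above a per-plate cutoff, the plate's mean sample inhibition plus 3 SD, cut at about 24% in these data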;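 further: 0% = DMSO plus EC80 ATP and 100% = DMSO alone without ATP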
OXTR agonist – human OXTR agonists, primary screen, fluorescence, CHO-OTR cells, Fluo-8 calcium. activation, % at 3 µM. AID 2435, 2010. actives 0.32% (n = 320,000). Oxytocin receptor (Homo sapiens), P30559. Fluo-8 calcium fluorescence; normalized: DMSO 0%, oxytocin 100%;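 active means activation above the mean of all tested compounds plus 3 SD, cutoff set per screening run, cut at about 20% in these data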;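 further: peak over basal fluorescence ratio from a 100 s FLIPR kinetic read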
M1 PAM parental – nonselective calcium activators in parental CHO-K1 cells, primary screen, counter-screen for M1 PAM project, cell-based, Fluo-8 calcium fluorescence, full deck, 1536-well | ATP EC20; 0% at ATP EC20, 100% at ATP max | activation, % at 3 µM | actives 0.02% (n = 360,000) | AID 602247, 2012;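 active means activation above the run cutoff, the mean activation of all test compounds plus 3 SD, cut at about 40% in these data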;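 further: peak over basal fluorescence ratio in a 140 s read after ATP addition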
CHO parental Ca – ATP-evoked calcium signal inhibitors, parental CHO, primary screen, counter-screen for OX1R antagonist project, cell-based, fluorescence, Fluo-8 calcium dye | AID 463079, 2010 | parental CHO-K1, ATP-induced calcium, Fluo-8 fluorescence | inhibition, % at 5.6 µM | actives 0.63% (n = 330,000);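 active means inhibition above that plate's mean sample inhibition plus 3 SD, cut at about 26% in these data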;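 further: 0% = ATP-challenged DMSO wells and 100% = DMSO wells without ATP; some compounds past the cut are filed as inactive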
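Material – parental CHO cells · Reagent – ATP stimulus · Compound – single nominal dose of 5.6 µM per compound · Detection – Fluo-8 fluorescence · Read-out basis – percent inhibition of calcium signal · Controls – ATP-challenged DMSO wells low, unchallenged DMSO wells high · Repeats – no replicates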
OXTR potentiate – human OXTR potentiators, primary screen, fluorescence, CHO-OTR cells, Fluo-8 calcium; Oxytocin receptor (Homo sapiens), P30559; activation, % at 3 µM; actives 0.061% (n = 320,000); Fluo-8 calcium fluorescence, potentiator mode; 0% = oxytocin EC15, 100% = EC100;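 active means activation above that plate's cutoff, the mean activation of tested compounds plus 3 SD, cut at about 6.6% in these data, passing the limit was not always enough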;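 further: 100% uses oxytocin at 75 nM as the full agonist control; some results filed as inactive read as strong as hits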
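System: human OTR in CHO cells / Also added: sub-maximal oxytocin, roughly EC15 / Control set: EC15 oxytocin low, 75 nM oxytocin high / Schedule: 6 min compound pre-incubation at room temperature, 100 s kinetic read / Compound: single-point 3.0 µM / Replication: singlicate / Technique: Fluo-8 calcium dye fluorescence / Read-out basis: % activation of max/min ratio relative to oxytocin controls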
GPR7 antag – GPR7 receptor antagonists, primary screen, cell-based, fluorescence, single concentration. Neuropeptides B/W receptor type 1 (Homo sapiens), P48145. GPR7-expressing cells, fluorescence antagonist assay. inhibition, % at 4.4 µM. actives 1.1% (n = 290,000). AID 1861, 2009; in the data active means inhibition above about 16%, passing the limit was not always enough;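 further: cells stimulated with the agonist NPW; 0% = agonist with vehicle and 100% = vehicle without agonist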
Target sequence (P48145 whole entry, looked up): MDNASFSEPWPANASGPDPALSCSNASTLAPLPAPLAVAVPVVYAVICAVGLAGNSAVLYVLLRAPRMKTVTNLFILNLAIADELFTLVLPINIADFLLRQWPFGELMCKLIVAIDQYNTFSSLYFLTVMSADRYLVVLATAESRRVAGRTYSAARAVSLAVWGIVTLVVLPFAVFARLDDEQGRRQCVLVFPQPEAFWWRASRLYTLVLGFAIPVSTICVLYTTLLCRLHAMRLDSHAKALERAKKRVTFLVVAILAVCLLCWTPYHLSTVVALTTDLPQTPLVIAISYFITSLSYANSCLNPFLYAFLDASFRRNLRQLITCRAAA
Starred values were filed as active, the others as inactive; / = no result given. Outcome played no part in choosing rows; overall some 3.5% were active at least once.

SMILES	TAAR1 antag	M1 ag parental	V1R ag counter	CHO-K1 Ca antag	OXTR agonist	M1 PAM parental	CHO parental Ca	OXTR potentiate	GPR7 antag
COCc1[nH]nc2c1C(c1c(F)cccc1Cl)C(C#N)=C(N)O2 (stereo unspecified)	-19	0.6	-0.7	-2	-0.1	17	-7	2	-4
CN(C)C(=O)CCc1ccc2c3c([nH]c2c1)[C@]1(C)[C@@H](C(=O)N2CCOCC2)C[C@H](CC(=O)NCc2ccco2)C(=O)N1CC3	6	0.7	/	-22	/	10	-5	/	/
COc1ccc(CN(C(=O)c2ccco2)C2CCS(=O)(=O)C2)cc1 (stereo unspecified)	-19	0.9	0.1	-9	0.3	10	-11	-3	-14
COC(C(=O)NNS(=O)(=O)c1ccc([N+](=O)[O-])cc1)c1ccccc1 (stereo unspecified)	-23	1.4	-0.5	-2	0.3	9	-6	-7	1
O=C(Nc1nnc(SCc2ccc(Cl)cc2Cl)s1)C1COc2ccccc2O1 (stereo unspecified)	10	0.9	0.6	0	1.1	6	-7	-4	-3
O/C=c1\ccc2cccc3nc(C(F)(F)F)nc1c23	44	4.5	15	-7	18	4	0	-17	6
O=C(COc1ccc2ccccc2c1)NC1=NCCS1	5	0.7	0.8	-7	0.9	10	3	-17	0
COc1cccc(C(=O)Nc2ccc(C)cc2)c1	-11	-0.3	-0.4	-6	-1.3	4	-4	-2	-9
COc1ccc(N2C(=O)N3[C@H](c4ccc(Cl)cc4)[C@@H]4C(=O)N(C5CCCCC5)C(=O)[C@@H]4[C@]3(C)C2=O)cc1	-17	0.1	4.3	1	0.8	-14	-27	2	1
Cn1nnnc1SCC(=O)Nc1ccc(Oc2ccccc2)cc1	9	0.5	1.3	-8	1.7	20	2	-8	22*
COc1ccc(-c2cc(C)no2)cc1S(=O)(=O)Nc1ccc(NC(C)=O)cc1	-6	0.6	0.5	-13	1.0	-5	-3	-6	-2
Cn1nnc2cc(C(=O)N3CCSCC3)ccc21	2	0.0	0.8	-5	7.9	15	4	-10	-7
Cc1cccc(CN2CCN(C3CN(Cc4cn(Cc5ccc(Cl)cc5)nn4)S(=O)(=O)C3)CC2)c1 (stereo unspecified)	-16	4.5	/	-11	/	11	/	/	/
O=C(CSc1nnc(-c2ccncc2)s1)Nc1ccc(Cl)c(C(=O)O)c1	8	2.2	-0.2	-16	0.9	18	6	-6	-2
CCOC(=O)N1CCN(C(=O)CSc2ccc(-c3ccccc3OC)nn2)CC1	-41	-0.1	-0.5	7	-0.4	-4	-5	-1	-15

Sorted by length of the SMILES (rising): some entries from above.
SMILES	TAAR1 antag	M1 ag parental	V1R ag counter	CHO-K1 Ca antag	OXTR agonist	M1 PAM parental	CHO parental Ca	OXTR potentiate	GPR7 antag
COc1cccc(C(=O)Nc2ccc(C)cc2)c1	-11	-0.3	-0.4	-6	-1.3	4	-4	-2	-9
COc1ccc(-c2cc(C)no2)cc1S(=O)(=O)Nc1ccc(NC(C)=O)cc1	-6	0.6	0.5	-13	1.0	-5	-3	-6	-2
CN(C)C(=O)CCc1ccc2c3c([nH]c2c1)[C@]1(C)[C@@H](C(=O)N2CCOCC2)C[C@H](CC(=O)NCc2ccco2)C(=O)N1CC3	6	0.7	/	-22	/	10	-5	/	/

More compounds
SMILES	TAAR1 antag	M1 ag parental	V1R ag counter	CHO-K1 Ca antag	OXTR agonist	M1 PAM parental	CHO parental Ca	OXTR potentiate	GPR7 antag
COc1ccc(C(=O)NCc2ccc(-c3nc4ccccc4s3)cc2)cc1OC	-2	1.2	0.0	-8	-1.8	19	-28	-20	-9
Cc1ccc(C(=O)NC(=S)NCc2cccnc2)cc1C	16	0.2	0.0	-1	-1.7	16	-10	-13	-1
COc1ccc(CN2CCC(=O)N([C@H](CO)Cc3ccccc3)CC2)cc1	5	0.0	-0.9	-9	0.2	3	-9	-4	-2
CCCCc1nc2cc(C(=O)NCc3nccn3CC)ccc2o1	-4	0.1	1.6	-12	0.8	17	-6	-4	-6
COc1ccc(-c2[nH]n(-c3ccc([N+](=O)[O-])cc3)c(=O)c2C=NCC2CCCO2)cc1 (stereo unspecified)	8	0.2	1.5	-9	1.0	21	-7	5	-6
O=C(Cc1csc(N2CCOCC2)n1)N/N=C/c1ccc(O)c(O)c1O	-3	1.5	/	-14	/	15	/	/	-4
O=C(Nc1cccc(Cl)c1)OCc1cn(-c2ccc(Cl)cc2)nn1	18	0.3	-0.4	4	1.3	2	-11	1	-10
O=C(Nc1ccc(F)cc1F)c1csc(-c2ccccc2)n1	-11	-0.1	0.5	-5	-2.6	-1	-29	-9	2
CCCc1cc(=O)oc2cc(OC(C)C(=O)NCCCn3ccnc3)ccc12 (stereo unspecified)	-16	0.3	1.5	-16	0.5	-1	-9	4	-4
Cc1nnc(SCCOC(N)=O)n1C	-9	0.2	/	-13	/	4	/	/	-7
COCc1cn(-c2nc3ccccc3s2)nn1	-10	0.3	/	-6	/	2	/	/	/
O=C(Cn1ncc2c3ccccc3n(Cc3ccccc3F)c2c1=O)NCC1CCCO1 (stereo unspecified)	4	0.5	2.1	-5	-0.1	6	-17	1	-5
Cn1c(N)c(C(=O)COC(=O)CC(NC(N)=O)c2ccc(Cl)cc2)c(=O)n(C)c1=O (stereo unspecified)	5	0.4	/	-2	/	9	/	/	/
O=C(O)c1cccc(S(=O)(=O)N2CCOCC2)c1	4	0.1	0.5	-31	1.3	7	1	-4	7
COC(=O)CN1C(=O)C(O)(CC(=O)c2ccc(Cl)cc2)c2ccccc21 (stereo unspecified)	3	0.4	2.6	5	4.6	-4	-8	-3	-2
O=C(CSc1ccc2nnc(-c3ccccc3)n2n1)N1CCCc2ccccc21	39	3.2	1.5	-2	-0.4	4	-27	-8	-1
COCCCn1c(=S)[nH]c2ncccc2c1=O	8	0.9	0.4	-4	1.0	16	-14	-2	2
CCc1ccc(N/C(SCc2cccc(F)c2)=C(/C#N)C(=O)NCc2ccco2)cc1	50*	-0.2	4.3	-9	3.5	7	-7	-13	-11
CC(C)c1nc(-c2ccccc2)c(-c2ccccc2)[nH]1	-2	11	5.4	-19	6.1	27	-7	-11	-4
Cc1ccc(-n2c(SCC(=O)NNC(=S)Nc3ccccc3)nc3ccccc3c2=O)cc1	-25	2.8	0.1	-7	-0.7	19	-4	-5	-3
COc1ccc(/C=N/Nc2nc(Nc3ccccc3)nc(N3CCCC3)n2)cc1[N+](=O)[O-]	28	2.5	-1.1	0	-2.5	18	-17	-22	1
CCSc1ccccc1C(=O)NCc1cccnc1	17	-0.6	-0.5	7	0.4	-21	-5	-9	-11
CC1C/C(=N\NC(=O)c2ccc([N+](=O)[O-])cc2)CC(C)(C)C1 (stereo unspecified)	-22	1.0	0.1	-4	0.3	17	-5	-8	-16
Cc1ccc(Sc2cc(C(=O)c3ccccc3C(=O)O)ccc2[N+](=O)[O-])cc1	9	-0.9	0.1	-10	-1.2	3	-14	2	-4
O=C(CCN1C(=O)c2ccccc2C1=O)C1=NN[C@@H]2C(=O)N(c3ccc4c(c3)OCO4)C(=O)[C@H]12	-17	2.4	-1.2	-12	-0.2	18	-13	-2	3
CC1(C(=O)NCc2cccnc2)CCN1C(=O)c1cccc(F)c1 (stereo unspecified)	-10	-0.1	/	8	/	-1	/	/	/
COc1ccc(Cl)cc1C(=O)NC(=S)Nc1nc(C)cc(C)n1	-28	1.7	0.5	-10	-1.1	15	-2	1	/
C=CCn1c(SCC(=O)N(C)c2c(N)n(Cc3ccccc3)c(=O)[nH]c2=O)nnc1-c1ccccc1OC	-9	0.6	-0.3	-8	6.8	18	-7	-5	-10
O=C(O)/C(=C/c1ccco1)c1ccccc1	/	/	1.6	/	0.7	/	-10	-5	-20
Cc1ccc(NC(=O)c2ncn(CCCNCc3ccc4c(c3)OCO4)n2)cc1C	14	0.8	/	-1	/	22	/	/	/
Cc1ccc2nc(-c3cccnc3)c(Nc3ccccc3C)n2c1	14	2.3	-1.6	-7	-1.6	6	-40	-12	-3
CCOC(=O)c1c(NCc2ccccc2)n[nH]c1C	-10	0.1	0.6	-7	-2.1	21	-7	-8	-10
O=c1c2cn[nH]c2nc(SCc2c(F)cccc2F)n1-c1ccc(Cl)cc1	-18	-0.7	0.9	-21	-2.3	12	-36	-9	-4
O=C(O)C(Cc1c[nH]c2ccccc12)N1CCS(=O)(=O)CC1 (stereo unspecified)	2	0.0	0.2	-6	0.8	14	-7	1	-16
Cc1cc(=O)oc2cc(OC(C)C(=O)N3CCOCC3)ccc12 (stereo unspecified)	-7	-0.1	0.2	2	0.1	2	-5	-4	-17
CN(C)S(=O)(=O)c1cc(NC(=O)COC(=O)Cc2cccc3ccccc23)ccc1Cl	23	6.7	6.7	-2	8.5	10	-8	-11	1
Cc1sc(NC(=O)CSc2nc(N)n(CC(=O)c3ccccc3)n2)c(C#N)c1C	-14	2.2	0.1	-13	2.1	12	-17	-6	3
COc1ccc(-c2oc3ccc(-c4cc(OC)c(OC)c(OC)c4)cc3c2C#Cc2ccccn2)cc1	47	0.1	0.5	-14	0.6	5	-28	-2	/
COc1cccc(Nc2nc(CN3CCOCC3)nc3sc4c(c23)CCCC4)c1	21	1.1	-1.5	19	-0.7	-11	-16	-14	3
COc1ccc(COCCN2CCN(S(=O)(=O)c3ccc(C)cc3)CCC2=O)cc1	2	/	2.1	/	2.0	/	-11	-1	-6
CC(=O)OCc1nc2sc3c(c2c(=O)[nH]1)CCCC3	2	0.0	1.9	1	-0.1	5	-11	-13	-9
COc1ccc(N(CC(=O)NCC2CCCO2)S(=O)(=O)c2ccccc2)cc1OC (stereo unspecified)	-1	0.7	0.1	-14	1.8	8	6	-3	-8
COC(C(=O)Nc1cccc([N+](=O)[O-])c1)c1ccccc1 (stereo unspecified)	5	1.7	-0.4	-16	-1.1	27	-9	-14	5
COc1ccc(N2CCN(C3CCCN(Cc4cccc(OC)c4)C3)CC2)cc1 (stereo unspecified)	-33	-0.6	-0.4	2	0.1	-6	-2	-9	0
CN(Cc1ccccc1)S(=O)(=O)c1ccc(Cl)c(C(=O)NCc2cccnc2)c1	6	3.4	1.6	-4	1.5	1	-22	-4	/
O=C(NC(=S)Nn1cnnc1)c1ccccc1Cl	24	-1.1	-0.4	-10	0.3	5	-7	-7	-9
